GAA inhib = alpha-glucosidase (human) inhibition; P10253; purified human GAA, 4-MU-alpha-glucoside fluorescence; Potency, µM (highest dose often 76.9 µM), for inactives: at the highest dose activity change, negative = inhibition, usual class: inhibitors; 200,000 compounds, 0.005% hits; AID 1466;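 also: plate controls were uninhibited enzyme wells for no effect and no-enzyme background for full effect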
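Fluorescence at Ex 365/Em 440 nm from 4-methylumbelliferone reported enzyme activity after 20 min at room temperature. Reactions used 4 nM enzyme and 400 uM substrate at pH 5.0; curves fitted with the Hill equation.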
GAA glycogen = GAA glycogen-cleavage inhibition or activation; P10253; recombinant GAA, glycogen substrate, Amplex Red glucose oxidase fluorescence; Potency, µM (highest dose often 76.4 µM), inactives show top-dose activity change, negative = inhibition, usual class: inhibitors; 300,000 compounds, 0.38% hits; AID 2100;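 also: 0% = full enzyme reaction and -100% = no-enzyme basal signal; the screen sought inhibitors and activators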
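Natural-substrate format: glycogen cleavage by 4 nM human enzyme, glucose read by Amplex Red coupling (Ex 573, Em 610 nm). Normalized to enzyme and no-enzyme controls.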
aGal spleen mod = alpha-galactosidase A (human) modulation | Potency, µM (top dose mostly 80 µM), for the others: top-dose activity change, negative = inhibition, actives largely listed as inhibitors | 240,000 compounds, 0.008% hits | human spleen homogenate, 4MU-alpha-Gal fluorescence, 40 min;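 also: 0% = enzyme with vehicle and -100% = no enzyme basal signal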
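Human spleen homogenate (1 ug) as enzyme source, 4-methylumbelliferyl-alpha-D-galactopyranoside 1 mM final, citrate/phosphate pH 5.0 with 0.01% Tween-20. Compounds 40 min at 37C, NaOH/glycine stop; fluorescence Ex 365/Em 440, Hill-fit AC50.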
SMN2 splice up = SMN2 splice variant enhancement; HEK293 SMN2-luciferase splicing reporter, luminescence, 30-36 h; Potency, µM (highest dose often 46.1 µM), for inactives: at the highest dose activity change, positive = activation, usual class: activators; 210,000 compounds, 2.8% hits; also: % of control where 0% means no effect; nearly all actives have a fitted effect of over 55% in size
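qHTS luciferase splicing reporter: luminescence rises when SMN2 exon 7 is included in transfected HEK293 cells. Compound exposure lasted 30-36 h at 37C, with 4.5 mM final sodium butyrate as control, followed by a ONE-Glo read.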
ALDH1A1 inh = ALDH1A1 (human) enzyme inhibition; P00352; Purified ALDH1A1, NADH fluorescence, propionaldehyde substrate; Potency, µM (highest dose often 75.3 µM), inactives show at the highest dose activity, negative = inhibition, usual class: inhibitors; 220,000 compounds, 7.3% hits; active = well fitted inhibition curve with a large enough effect, not every such curve was filed as active; inconclusive = small, poorly fitted or top-dose-only effect, or another doubt; inactive = no such curve, though single readings can be large or run the other way;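 also: plate controls were no enzyme wells and a reference inhibitor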
Target sequence (P00352 whole entry, looked up): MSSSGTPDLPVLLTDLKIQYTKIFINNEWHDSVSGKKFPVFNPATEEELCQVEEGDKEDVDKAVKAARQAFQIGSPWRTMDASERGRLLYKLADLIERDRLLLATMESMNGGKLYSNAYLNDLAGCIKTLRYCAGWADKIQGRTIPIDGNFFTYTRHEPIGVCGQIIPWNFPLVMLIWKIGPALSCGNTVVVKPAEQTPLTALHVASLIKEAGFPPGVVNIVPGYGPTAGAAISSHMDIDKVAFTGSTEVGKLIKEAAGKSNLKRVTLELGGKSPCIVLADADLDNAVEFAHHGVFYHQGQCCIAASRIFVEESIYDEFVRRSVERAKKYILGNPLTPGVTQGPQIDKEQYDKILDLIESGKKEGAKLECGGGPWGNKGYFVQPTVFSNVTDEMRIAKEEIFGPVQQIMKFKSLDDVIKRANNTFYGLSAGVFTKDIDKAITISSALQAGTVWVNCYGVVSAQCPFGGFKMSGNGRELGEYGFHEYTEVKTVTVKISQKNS
aGlu spleen mod = inhibitors or activators of human alpha-glucosidase in spleen homogenate; P10253; AID 2112; Potency, µM (series often up to 79.9 µM), for the others: at the top dose activity change, negative = inhibition, hits mostly inhibitors; 240,000 compounds, 0.006% hits; human spleen homogenate, 4-MU-alpha-glucoside fluorescence;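 also: 0% = enzyme with vehicle and -100% = no enzyme basal signal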
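AC50 values come from Hill-equation fits of concentration-response data, normalized to no-enzyme and full-activity controls. Enzyme source: 1 ug human spleen homogenate; 1 mM fluorogenic 4-MU glucoside, pH 5.0 citrate buffer, 37 C, 40 min.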
GoLoco inh red = inhibitors of human Gai1-RGS12 GoLoco interaction (red fluorophore); 230,000 compounds, 0.44% hits; Gai1:RGS12 GoLoco peptide FP, rhodamine, 10 min; P63096; Potency, µM (series often up to 61.6 µM), inactives show top-dose activity, negative = inhibition, usual class: inhibitors; active = well fitted inhibition curve with a large enough effect, not every such curve was filed as active; inactive = no such curve, though single readings can be large or run the other way; also: % is scaled to controls: 0 for no effect and ±100 for the full control effect; nearly all actives have a fitted effect of over 30% in size; many of its hits are not listed in these tables
JMJD2E inh = blocks human JMJD2E demethylase activity | AID 2147 | 230,000 compounds, 1.6% hits | Potency, µM (titrated, usually from 57.1 µM), for inactives: top-dose activity change, negative = inhibition, most hits filed as inhibitors | B2RXH2 | JMJD2E catalytic domain, FDH-coupled NADH fluorescence (FDH is formaldehyde dehydrogenase); active = well fitted inhibition curve with a large enough effect, not every such curve was filed as active; inconclusive = small, poorly fitted or top-dose-only effect, or another doubt; inactive = no such curve, though single readings can be large or run the other way;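 also: 0% = wells with enzyme and -100% = buffer wells without enzyme; nearly all actives have a fitted effect of over 50% in size; many of its hits are not listed in these tables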
Target sequence (B2RXH2 1-337 limits assumed): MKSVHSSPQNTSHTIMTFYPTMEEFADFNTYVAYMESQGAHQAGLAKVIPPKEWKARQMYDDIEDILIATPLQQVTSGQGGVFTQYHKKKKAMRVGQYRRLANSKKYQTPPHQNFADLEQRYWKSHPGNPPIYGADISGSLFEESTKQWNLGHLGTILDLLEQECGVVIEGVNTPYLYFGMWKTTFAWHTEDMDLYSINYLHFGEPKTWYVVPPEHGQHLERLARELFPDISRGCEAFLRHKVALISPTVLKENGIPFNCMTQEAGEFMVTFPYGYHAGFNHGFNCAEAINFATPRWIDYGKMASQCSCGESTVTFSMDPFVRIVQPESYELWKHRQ
Active calls of the source: *; ? = inconclusive; . = not tested or not shown; & = joins results of further samples; [ ] = remark or other dose. Unless noted, calls follow the shape of the dose curve; as a rule, active = well fitted curve in the direction sought with a large enough effect; inconclusive = small, poorly fitted or top-dose-only effect, or another doubt; inactive = no such curve, though single readings can be large; an effect the other way counts as inactive or inconclusive. Potency is read from the fitted curve at half-maximal effect. A portion of the library; the hit share may differ from the screen's.

Labels used below – A = GAA inhib; B = GAA glycogen; C = aGal spleen mod; D = SMN2 splice up; E = ALDH1A1 inh; F = aGlu spleen mod; G = GoLoco inh red; H = JMJD2E inh
Cc1cc(C)n2[nH]c(=O)c(N=Nc3cccc(Cl)c3)c2n1
  A: -1%	B: 6%	C: 2%	D: 2%	E: 8%	F: -13%	G: 11%	H: 2%
CNc1ncncc1-c1ccccc1CN(C)C
  A: .	B: .	C: 3%	D: .	E: ?	F: 12%	G: -7%	H: .
CCOc1cc(/C=N/NC(=O)CN2CCCCC2)ccc1OCc1ccccc1
  A: 5%	B: -3%	C: -18%	D: -1%	E: 3%	F: -7%	G: -6%	H: 0%
CC1(C)Cc2cccc(Oc3ccc(S(=O)(=O)N4CCCC4)cn3)c2O1
  A: -3%	B: -1%	C: 1%	D: 6%	E: -10%	F: 5%	G: 2%	H: ?
CC(Oc1ccc(-c2ccccc2)c(F)c1)c1ccn(S(=O)(=O)c2ccc(F)cc2)n1 (configuration not stated)
  A: -2%	B: -4%	C: -3%	D: -34%[inhibitor]	E: 1%	F: 3%	G: -15%	H: 1%
CCOC(=O)c1ccc(Nc2nc(=O)c3cccnc3s2)cc1
  A: 6%	B: 1%	C: 5%	D: 10µM*	E: -2%	F: -17%	G: -7%	H: -5%
CC(=O)Nc1cc(C(=O)N2CCc3ccccc3C2)ccc1Sc1ccc(Cl)cc1
  A: -11%	B: 13%	C: -24%	D: -8%	E: -12%	F: -9%	G: 7%	H: 3%
COc1ccc(CC(CC(=O)O)C(=O)Nc2ccccc2)cc1 (configuration not stated)
  A: -2%	B: -8%	C: 3%	D: 12%	E: 4%	F: 2%	G: 4%	H: -4%
CCCCc1nc(SCCOC)c2c(=O)n(C)c(=O)n(C)c2n1
  A: 2%	B: -23%	C: -1%	D: 4%	E: ?	F: 6%	G: 10%	H: 1%
O=S(=O)(c1ccc2oc3ccccc3c2c1)N1CCCC1
  A: -11%	B: 1%	C: 20%	D: -58%[inhibitor]	E: 12%	F: 0%	G: -7%	H: -5%
C=CCSc1nc2ccsc2c(=O)n1-c1ccccc1
  A: ?	B: 0%	C: 1%	D: 13%	E: ?	F: -1%	G: 0%	H: 3%
CCNc1nc(NC(C)(C)C)nc(N(C#N)CC)n1
  A: 12%	B: 8%	C: -17%	D: -8%	E: ?	F: -4%	G: 0%	H: 6%
CCOC(=O)C1=C(CN2CCN(C(=O)OCC)CC2)NC(=O)NC1c1ccc2c(c1)OCO2 (configuration not stated)
  A: -23%	B: -4%	C: -1%	D: -16%	E: 8%	F: 2%	G: 1%	H: -2%
C(=N\n1cnnc1SCc1ccccc1)/c1ccco1
  A: -3%	B: 10%	C: -3%	D: -10%	E: ?	F: -6%	G: -2%	H: 3%
CN(c1ccc(C(=O)NCc2ccc3c(c2)OCO3)cc1)S(C)(=O)=O
  A: ?	B: 6%	C: 5%	D: -5%	E: 11%	F: -1%	G: 1%	H: 4%
Cc1ccc(S(=O)(=O)NNC(=O)c2ccoc2C)cc1
  A: .	B: -5%	C: -9%	D: .	E: .	F: -7%	G: 2%	H: -9%
COc1ccc(/C=N/Nc2ccccn2)c(OC)c1OC
  A: 0%	B: -4%	C: 3%	D: ?	E: -8%	F: 2%	G: 5%	H: -1%
Cn1c(CN2CCOCC2)c(C#N)c2ccccc21
  A: -5%	B: -2%	C: 4%	D: -5%	E: ?	F: 7%	G: 1%	H: ?
O=C(c1ccc(F)cc1)[C@@H]1[C@@H](C(=O)c2ccccc2)[C@@]2(C(=O)Nc3ccccc32)[C@H]2c3ccccc3C=CN12
  A: -2%[15.4 µM]	B: 4%	C: -7%	D: -1%	E: 20µM*	F: -7%	G: 43%[activator]	H: -15%
O=C(CSc1oc(-c2ccccc2)nc1S(=O)(=O)c1ccc(F)cc1)NCC1CCCO1 (configuration not stated)
  A: 2%	B: 8%	C: 8%	D: -19%	E: ?	F: -3%	G: 52%[activator]	H: -1%
CC(C)(C)OC(=O)NC(CC(=O)OCc1ccccc1)C(=O)O (configuration not stated)
  A: .	B: 2%	C: -3%	D: .	E: .	F: -12%	G: 4%	H: 2%
Cc1ccc(/C(=C\CN2CCCC2)c2ccccn2)cc1
  A: -9%[15.4 µM]	B: 3%	C: 10%&-2%&-12%&7%	D: -35%&-9%&-3%	E: -11%&-4%&8%	F: 12%&-4%&-3%&-11%	G: 3%&-4%&10%&12%	H: -1%&1%&-14%
NS(=O)(=O)c1ccc(NC(=O)c2c(F)cccc2Cl)cc1
  A: -16%	B: 5%	C: 5%	D: .	E: 3%	F: 4%	G: 7%	H: 9%
C(=C\CSc1ncn[nH]1)/CSc1ncn[nH]1
  A: 1%	B: 7%	C: 7%	D: 12%	E: 19%	F: 3%	G: 7%	H: -12%
CC(=O)N1CCc2cc(Br)cc(S(=O)(=O)N3CCc4ccccc43)c21
  A: ?	B: 9%	C: -14%	D: .	E: -9%	F: -2%	G: 24%	H: -10%
O=C(Nc1ccc(C(=O)O)cc1)/C(=C/c1ccc2c(c1)OCO2)NC(=O)c1cccc(Br)c1
  A: -10%	B: 19%	C: -11%	D: 12%	E: 4%	F: -4%	G: 10%	H: -6%
COc1cccc(C2=NOC(C(=O)N3CCN(C(=O)c4ccco4)CC3)C2)c1 (configuration not stated)
  A: 1%	B: -2%	C: 2%	D: 4%	E: 7%	F: 1%	G: 4%	H: -7%
Cc1ccc(NC(=O)COC(=O)C2=COCCO2)cc1
  A: 0%	B: 2%	C: -8%	D: -5%	E: -5%	F: 5%	G: 3%	H: 7%
Cc1cc(C)c2nc(-c3cccnc3)cc(C(=O)Nc3ccc(S(=O)(=O)Nc4onc(C)c4C)cc3)c2c1
  A: 5%	B: -2%	C: -2%	D: 2%	E: 24%	F: -14%	G: 4%	H: 14%
O=C(CN1CCOCC1)Nc1ccc(NC(=O)CN2CCOCC2)c(Cl)c1
  A: ?	B: -2%	C: -3%	D: -1%	E: ?	F: 1%	G: 5%	H: -5%
COc1cc2[nH]c(=S)nc(NCC3CCCO3)c2cc1OC (configuration not stated)
  A: 0%	B: -6%	C: 6%	D: -5%	E: ?	F: 2%	G: -5%	H: -2%
CCOC(=O)c1sc(NC(=O)CSc2n[nH]c(-c3ccc(Cl)cc3Cl)n2)c(C#N)c1C
  A: -3%	B: 6%	C: -1%	D: -53%[inhibitor]	E: -11%	F: -4%	G: 19%	H: -16%
O=C(CC1Nc2ccccc2NC1=O)NCc1cccnc1 (configuration not stated)
  A: 7%	B: 4%	C: 6%	D: -7%	E: ?	F: -11%	G: 2%	H: ?
CCS(=O)(=O)N1CCCC(C(=O)NCCN2CCC(Cc3ccccc3)CC2)C1 (configuration not stated)
  A: 1%	B: 19%	C: 5%	D: -4%	E: 3%	F: -3%	G: 14%	H: 5%
Nc1nnc(SCC(=O)NCc2ccc3c(c2)OCO3)s1
  A: 2%	B: -4%	C: -3%	D: -3%	E: -3%	F: -2%	G: -12%	H: 2%
Cc1ccc(S(=O)(=O)N2CC=C(c3ccc(F)cc3)CC2)cc1
  A: -6%	B: -4%	C: 7%	D: -3%	E: 9%	F: 2%	G: -10%	H: -4%
CSc1nnc(-c2ccccc2Cl)n1N
  A: -3%	B: 8%	C: -2%	D: 21%	E: 5%	F: -6%	G: 7%	H: 6%
Cc1ccc(/C=C/C(=O)NCc2ccccn2)o1
  A: -13%	B: 7%	C: -4%	D: -1%	E: ?	F: 1%	G: -8%	H: -23%
O=C(O)c1cccc(NC2=C(Cl)C(=O)c3ccccc3C2=O)c1
  A: 0%	B: 21%	C: -2%	D: 4%	E: 32µM*	F: 10%	G: 14µM*	H: -30%
CCOC(=O)c1cc2occc2n1Cc1c(F)cccc1Cl
  A: -7%	B: -1%	C: -2%	D: -8%	E: ?	F: -2%	G: 35%[activator]	H: 1%
Cc1ccc(Cn2cccc(-c3nc4ccccc4s3)c2=O)cc1
  A: ?	B: -9%	C: ?	D: 7.1µM*	E: ?	F: 7%	G: 10%	H: ?
CN(/C=C/C(=O)C(F)(F)C(F)(F)F)Cc1ccccc1
  A: 3%	B: 1%	C: 5%	D: -16%	E: 6%	F: 4%	G: 5%	H: 0%
Cc1nn(C)cc1CN(C)Cc1ccc(OCC(O)CN2CCCCC2)cc1 (configuration not stated)
  A: -3%	B: -8%	C: 1%	D: .	E: 3%	F: 6%	G: 9%	H: -5%
Cc1ccc(SCC(=O)NN2C(=O)c3ccccc3C2=O)cc1
  A: 12%	B: 7%	C: -9%	D: -5%	E: -2%	F: 1%	G: 14%	H: -2%
CCOc1cc(/C=C(\CC(=O)O)c2nc3ccccc3s2)ccc1OC
  A: 3%	B: 4%	C: -3%	D: 10%	E: ?	F: -24%	G: 7%	H: ?
CC1(C)CC2(CC(C)(C(=O)CSc3nc4ccccc4s3)OC2=O)C(=O)O1 (configuration not stated)
  A: 3%	B: ?	C: 8%	D: -29%	E: 23%	F: -5%	G: -5%	H: -9%
Cc1ccc(/C=C/C(=O)Nc2cccc3ncccc23)o1
  A: 5%	B: -3%	C: -11%	D: -3%	E: ?	F: -4%	G: -17%	H: -15%
COc1ccc(N(C)C(=O)CCS(=O)(=O)c2cccc3nonc23)c(OC)c1
  A: -3%	B: -3%	C: 6%	D: .	E: 13µM*	F: -2%	G: -9%	H: 1%
CCCCN(CC)C(=O)CSc1cc(=O)n(C)c2ccccc12
  A: 3%	B: -6%	C: -7%	D: 16%	E: ?	F: -4%	G: 0%	H: ?

Among those listed so far, 2 have a thiophene ring, fused or not.
Labels used below – A = GAA inhib; B = GAA glycogen; C = aGal spleen mod; D = SMN2 splice up; E = ALDH1A1 inh; F = aGlu spleen mod; G = GoLoco inh red; H = JMJD2E inh
C=CCSc1nc2ccsc2c(=O)n1-c1ccccc1
  A: ?	B: 0%	C: 1%	D: 13%	E: ?	F: -1%	G: 0%	H: 3%
CCOC(=O)c1sc(NC(=O)CSc2n[nH]c(-c3ccc(Cl)cc3Cl)n2)c(C#N)c1C
  A: -3%	B: 6%	C: -1%	D: -53%[inhibitor]	E: -11%	F: -4%	G: 19%	H: -16%

Screening data: PubChem, National Center for Advancing Translational Sciences (NCATS)
